Screens as filed in PubChem BioAssay.
PTHR1 ag = PTHR1 (human) receptor agonism; HEK293 GP2 PTHR1 cells, GloSensor cAMP luminescence, 1 h; Q03431; AID 743266; 410,000 compounds, 0.075% hits; Potency, µM (doses to about 115 µM), for the others: at the highest dose activation, usual class: activators; active means well fitted activation curve with a large enough effect; inconclusive means small, poorly fitted or top-dose-only effect, or another doubt; inactive means no such curve, though single readings can be large or run the other way; further: potency means the concentration at half of the fitted maximal effect; nearly all actives have a fitted effect of over 55% in size; some results filed as inactive show a strong effect at the top dose; inactives centre near -15; many of its hits are not listed in these tables
Target sequence (Q03431 whole entry, looked up): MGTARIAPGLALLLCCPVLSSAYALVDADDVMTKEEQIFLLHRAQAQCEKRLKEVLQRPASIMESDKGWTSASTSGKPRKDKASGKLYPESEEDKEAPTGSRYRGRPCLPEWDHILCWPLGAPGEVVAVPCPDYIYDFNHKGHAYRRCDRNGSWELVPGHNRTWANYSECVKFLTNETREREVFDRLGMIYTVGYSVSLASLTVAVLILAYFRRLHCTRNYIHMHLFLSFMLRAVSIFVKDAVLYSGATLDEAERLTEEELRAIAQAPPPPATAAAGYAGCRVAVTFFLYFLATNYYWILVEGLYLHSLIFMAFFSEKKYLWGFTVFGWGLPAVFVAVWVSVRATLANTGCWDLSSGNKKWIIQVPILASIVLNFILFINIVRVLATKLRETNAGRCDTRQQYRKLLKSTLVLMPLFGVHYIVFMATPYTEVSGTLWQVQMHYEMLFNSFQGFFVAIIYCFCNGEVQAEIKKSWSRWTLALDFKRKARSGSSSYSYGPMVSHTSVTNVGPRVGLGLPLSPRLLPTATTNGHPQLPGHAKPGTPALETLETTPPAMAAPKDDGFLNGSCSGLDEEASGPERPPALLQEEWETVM
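HEK-293-derived GP2 cells expressing PTHR1 and a GloSensor cAMP reporter, 3,000/well, plated overnight, given luciferin plus IBMX (each 0.5 mM as added) for 1 h at 37 °C, then compound for 1 h at 37 °C. Luminescence was read after 15 min at room temperature.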
DRD3 agonist = D3 dopamine receptor (human) agonism. P35462. D3R DiscoveRx beta-arrestin cells, luminescence, 90 min. max activation, %. 410,000 compounds, 0.58% hits; in the data active means max activation above about 30%; further: 0% is about no effect; mostly tested at two doses, the higher about 12 µM
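Agonist mode: compounds and dopamine controls were applied to plated cells for 90 min at 37 degrees C after an overnight attachment at 1500 cells/well. Luminescent read-out followed 30 - 60 minutes at room temperature with DiscoveRx detection reagent.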
* = called active by the depositor; i = inactive; u = inconclusive; [ ] = another dose, or the depositor's remark. The list is partial (hit frequency here may not be typical).

SMILES | PTHR1 ag | DRD3 agonist
Cc1ccc(Cn2cc(S(=O)(=O)c3ccc(C)cc3)c(=O)c3cc(F)c(N4CCCC4)cc32)cc1 | -18% | 5
Cc1cc(NC(=O)c2cnn(-c3ccccc3)c2-n2cccc2)ccc1Br | -13% | 3
CCN(CC)CCCNC(=O)c1ccc2c(c1)NC(=O)C(CS(=O)(=O)Cc1ccc(F)cc1Cl)N2 (stereo unspecified) | u | -26
COc1ccc(NC(=O)c2cc3c(=O)n(Cc4ccco4)ccc3nc2C)cc1 | i | 2
Cc1ccccc1CNC(=O)CCCn1c(=O)c2cccn2c2ccccc21 | i | 4
COc1ccc(NC(=O)CCCc2nnc3n(CCC(C)C)c(=O)c4sccc4n23)cc1Cl | i | -10
Cn1c2ccccc2c2c(C(=O)N3CCN(c4cccc(C(F)(F)F)c4)CC3)cn(C3CCCCC3)c(=O)c21 | i | 10
CCn1c(COc2ccc(Cl)cc2Cl)nc2ccccc21 | i | 2
Cc1ccc2oc3c(c(=O)c2c1)C1(C(=O)N(C)c2ccccc21)N(CCCO)C3=O (stereo unspecified) | i | 2
CCc1ccc(NC(=O)C2CCN(S(=O)(=O)c3ccc4[nH]c5c(c4c3)CCCCC5)CC2)cc1 | i | 11
Cc1ccccc1CCNC(=O)c1cc2cc(S(=O)(=O)N3CCCCC3)ccc2n1C | i | 13
O=C(CSc1nnc(-c2ccccc2Cl)o1)N1CCCc2ccccc21 | -20% | 1
COc1cccc(C2=C(C(C)=O)Sc3nnc(C4CCCCC4)n3N2C(C)=O)c1 | i | 0
COc1ccc(C(=O)NCCc2sc(-c3ccc(Cl)cc3)nc2C)c(OC)c1 | -44%[inhibitor] | 8
CCC(=O)Nc1cc(-c2nc3cc(C)cc(C)c3o2)ccc1C | -24% | -6
Cc1oc2ncn(CC(C)C)c(=O)c2c1C(=O)N1CCN(c2cccc(C(F)(F)F)c2)CC1 | i | 7
COc1cccc(C(c2c(O)cc(C)n(Cc3ccco3)c2=O)N2CCN(c3ccccc3)CC2)c1 (stereo unspecified) | 7% | -17
CCCNC(=O)C1=CC(c2ccc3c(c2)OCO3)=NS(=O)(=O)N1C | -22% | 5
O=C(C1CCCN(S(=O)(=O)c2cccc3nonc23)C1)N1CCN(c2ccccc2F)CC1 (stereo unspecified) | -23% | 7
C=Cc1ccc(Cn2c(C(=O)O)c(CNCc3ccccc3)c3ccc(C)cc32)cc1 | -91%[inhibitor] | -13
CCCNC(=O)C1Cc2cc(S(=O)(=O)N3CCCCCC3)ccc2N1C(C)=O (stereo unspecified) | -9% | 5
COc1ccc(-c2nc3scc(CCNS(=O)(=O)c4ccc(F)cc4C)n3n2)cc1 | -29% | 5
Cc1ccc(S(=O)(=O)Nc2ccc3nc(-c4cccc(Cl)c4)oc3c2)cc1 | -21% | 4
O=C(NCc1cccc(Cl)c1)c1cc2c(s1)-c1ccccc1SC2 | -51%[inhibitor] | -8
O=C(NCC(c1ccc(Cl)cc1)N1CCCCC1)c1ccc(F)cc1 (stereo unspecified) | i | -23
SMILES | PTHR1 ag | DRD3 agonist
O=c1c2ccccc2n2c(-c3ccc(F)c(F)c3)nnc2n1CCc1ccccc1 | -5% | 4
CCCSc1ncc(Cl)c(C(=O)N(Cc2cccc(Cl)c2)C2CCS(=O)(=O)C2)n1 (stereo unspecified) | -4% | -6
O=C(CSc1nc2c([nH]c3ccccc32)c(=O)n1-c1ccccc1)N1CCCC1 | i | 5
Cc1ccc(NC(=O)Cn2c(=O)oc3cc(S(=O)(=O)N4CCCCC4)ccc32)c(C)c1 | -74%[inhibitor] | 17
O=C(c1ccccc1F)N1c2nc(-c3ccco3)nn2C2(CCCCC2)[C@@H]2CCCC[C@@H]21 | i | -5
Cc1ccccc1NC(=O)N1CCC(CN2CCCC2)CC1 | 4% | 6
COc1ccccc1-c1nnc(C2CCN(C(=O)c3cccc(C)c3)CC2)o1 | -3% | 6
Cc1c(CC(=O)N2CCCCC2)c(=O)oc2c(C)c3occ(C(C)(C)C)c3cc12 | -94%[inhibitor] | -1
CCOc1ccccc1NC(=O)c1c(NC(=O)COc2ccccc2)sc2c1CCCCC2 | -27% | -20
O=C(CSc1nc2c(c(=O)[nH]1)CCC2)Nc1cccc(O)c1 | i | 4
Cc1ccc(-c2nc(C)c(CCNC(=O)C(=O)Nc3cc(C)ccc3C)s2)cc1 | i | 6
Cc1ccc(C2=Nc3ccccc3N(CC(=O)Nc3cccc(F)c3)C(=O)C2)cc1C | -15% | -12
Cc1cc(C)c(NC(=O)CSc2nc3nccnc3c(=O)n2CCc2c[nH]c3ccccc23)c(C)c1 | i | 6
O=C(CSc1nc2ncccc2o1)Nc1cccc(C(F)(F)F)c1 | i | 0
Cc1ccc2c(c1)sc1nc(-c3cc4ccccc4oc3=O)cn12 | -7% | 0
Cc1ccc(C(=O)COC(=O)CCC(=O)Nc2ccc(Oc3cc(C)ccc3C(C)C)cc2)cc1 | -3% | -1
O=C(Nc1ccc2oc(-c3ccc(O)c(Br)c3)nc2c1)c1cc2ccccc2o1 | u | -11
Cc1cc(C)cc(NC(=O)C2CCN(S(=O)(=O)c3c(C)noc3/C=C/c3ccco3)CC2)c1 | -10% | -22
CCOc1ccc(C2C(=O)N(C3CCCCCC3)CC(=O)N2CCc2ccc(OC)c(OC)c2)cc1OC (stereo unspecified) | i | 9
CCOc1ccccc1NC(=O)CC(c1ccc(F)cc1)N1Cc2ccccc2C1=O (stereo unspecified) | -9% | -13
Cc1cccc(C(=O)Nc2ccc(OCc3cc(=O)n4c5c(sc4n3)CCCC5)cc2)c1 | -12% | 5
Cc1ccc(Cn2c(=O)n(CCc3ccccc3)c(=O)c3c(C)c(C)sc32)cc1 | -13% | 0
COc1ccc(S(=O)(=O)N2CCC(Oc3cccc(C(F)(F)F)c3)CC2)cc1OC | -13% | 9
COc1cc(NC(=O)Cn2cnc3c2c(=O)n(C)c(=O)n3C)c(OC)cc1Cl | i | -10
Cc1cc(=O)n(Cc2ccc(F)cc2Cl)c2c1c(C)nn2-c1ccccc1 | -36%[inhibitor] | 3
SMILES | PTHR1 ag | DRD3 agonist
O=C(CSc1nc(=O)n(Cc2ccncc2)c2c1CCC2)Nc1cccc(F)c1 | i | 7
CCOc1ccccc1CNS(=O)(=O)c1ccc(-c2coc(C)n2)cc1 | -31%[inhibitor] | 3
Cc1c(Cl)cccc1NC(=O)C(=O)NCCc1csc(-c2cccc(F)c2)n1 | i | 1
CC1=C(c2ccc(C)cc2)S(=O)(=O)NC1=NCCCN1CCN(c2ccc(F)cc2)CC1 | i | -37
Cc1sc2ncn(CC(=O)N3CCN(c4ccc(Cl)cc4)CC3)c(=O)c2c1S(=O)(=O)N1CCN(c2ncccn2)CC1 | -45%[inhibitor] | 1
CCC(=O)C1=C(c2ccc(C)cc2)N(C(=O)CC)n2c(nnc2C2CCCCC2)S1 | -22% | 11
COc1ccc(-n2c(=O)c3ccc(C(=O)NCc4ccc(C)cc4)cc3n(CC(=O)Nc3cccc(F)c3)c2=O)cc1 | i | 3
Cc1cc(C)cc(NC(=O)Cn2c(=O)n(-c3cc(C)cc(C)c3)c(=O)c3oc4ccccc4c32)c1 | i | -26
CCCCCn1c(-c2cccc(C)c2)nc2ccccc21 | -35%[inhibitor] | 8
CCc1ccc(CNC(=O)C2CCCN(S(=O)(=O)c3ccc4c(ccn4C)c3)C2)cc1 (stereo unspecified) | -21% | 0
O=C(CSc1n[nH]c(-c2ccccc2Cl)n1)N1CCN(c2ccccc2F)CC1 | 3% | -5
Cc1c(C(=O)Nc2nc(-c3ccc(F)cc3)ns2)oc2ccc(Br)cc12 | -22% | 4
O=C(CCC1N=C2c3ccccc3N=C(SCc3ccccc3Cl)N2C1=O)NCCc1ccccc1 (stereo unspecified) | -27% | -11
Cc1ccc(NC(=O)c2cc(S(=O)(=O)N3CCCCCC3)ccc2F)cc1F | -38%[inhibitor] | 2
Cc1ccc(C(=O)Nc2cc(-c3cn4cccnc4n3)ccc2C)cc1C | -8% | -3
COc1ccccc1C(=O)Nc1nc(-c2ccc(Br)cc2)ns1 | -61%[inhibitor] | -14
CN(C(=O)CSc1nc2ccc(NC(=O)COc3ccccc3Cl)cc2s1)c1ccccc1 | -20% | 7
Cc1cccc(-c2noc(-c3ccc(NC4CCCC4)c([N+](=O)[O-])c3)n2)c1 | i | -2
Cc1cccc(CNC(=O)c2ccc3nc(Cc4ccccc4)oc3c2)c1 | -30% | -2
Cc1ccc(S(=O)(=O)C(CNC(=O)c2ccc(F)c(F)c2)c2ccco2)cc1 (stereo unspecified) | i | 3
CCc1nnc(NC(=O)CSc2nc3c([nH]c4ccccc43)c(=O)n2-c2cc(C)cc(C)c2)s1 | i | 15
Cc1ccc(OCC(=O)Nc2ccc3nc(SCC(=O)N4CCc5ccccc54)sc3c2)cc1 | -9% | -6
CC1CCN(C(=O)CSc2n[nH]c(-c3ccc(F)cc3)n2)CC1 | i | -11
COCCCNC(=O)CN1C(=O)c2c(c3ccccc3n2C)C1c1ccc(OC)cc1 (stereo unspecified) | i | 0
O=C(NCCc1ccccc1Cl)c1sc2ncccc2c1-n1cccc1 | -24% | 7

3 compounds drawn at random from those above:
SMILES | PTHR1 ag | DRD3 agonist
COc1ccccc1C(=O)Nc1nc(-c2ccc(Br)cc2)ns1 | -61%[inhibitor] | -14
CCC(=O)C1=C(c2ccc(C)cc2)N(C(=O)CC)n2c(nnc2C2CCCCC2)S1 | -22% | 11
CN(C(=O)CSc1nc2ccc(NC(=O)COc3ccccc3Cl)cc2s1)c1ccccc1 | -20% | 7

The results go on.
SMILES | PTHR1 ag | DRD3 agonist
COc1ccc(/C=C/c2nc(C#N)c(NCc3ccc(C)cc3)o2)cc1OC | i | -11
CCS(=O)(=O)N1CCC2(CC1)OC(=O)C(C)=C2C(=O)NCc1cccc(Cl)c1 | -44%[inhibitor] | -4
CC1=C(C(=O)Nc2ccccc2)C(c2cccs2)n2nc(SCc3ccccc3F)nc2N1 (stereo unspecified) | i | -11
O=C(CN1C(=O)CCn2nc(-c3ccccc3)cc21)NCc1ccccc1 | i | -14
CCc1ccc2nc(N(Cc3cccnc3)C(=O)c3ccc(C#N)cc3)sc2c1 | -88%[inhibitor] | -11
Cc1ccc(-c2nnc(Nc3ccccc3)c3ccccc23)cc1S(=O)(=O)NCc1nc2ccccc2[nH]1 | i | 6
N#Cc1nc(-c2ccc(COc3ccccc3)o2)oc1NCc1ccccc1 | i | 2

Rewritten with each value named: four of the compounds above.
SMILES: COc1ccc(/C=C/c2nc(C#N)c(NCc3ccc(C)cc3)o2)cc1OC
  PTHR1 ag: i	DRD3 agonist: -11
SMILES: CCS(=O)(=O)N1CCC2(CC1)OC(=O)C(C)=C2C(=O)NCc1cccc(Cl)c1
  PTHR1 ag: -44%[inhibitor]	DRD3 agonist: -4
SMILES: CC1=C(C(=O)Nc2ccccc2)C(c2cccs2)n2nc(SCc3ccccc3F)nc2N1 (stereo unspecified)
  PTHR1 ag: i	DRD3 agonist: -11
SMILES: O=C(CN1C(=O)CCn2nc(-c3ccccc3)cc21)NCc1ccccc1
  PTHR1 ag: i	DRD3 agonist: -14

Three of these compounds in another layout.
Cn1c2ccccc2c2c(C(=O)N3CCN(c4cccc(C(F)(F)F)c4)CC3)cn(C3CCCCC3)c(=O)c21
  PTHR1 ag: i
  DRD3 agonist: 10

CCn1c(COc2ccc(Cl)cc2Cl)nc2ccccc21
  PTHR1 ag: i
  DRD3 agonist: 2

Cc1ccc2oc3c(c(=O)c2c1)C1(C(=O)N(C)c2ccccc21)N(CCCO)C3=O (stereo unspecified)
  PTHR1 ag: i
  DRD3 agonist: 2
